# Assay outcomes (PubChem)
# TGFb SMAD3 inh: inhibitors of TGF-b signaling. HepG2 CAGA-GFP TGF-b/SMAD3 reporter, GFP fluorescence, 18 h; TGF-beta stimulated, 500 pg/mL final. Potency, µM (titrated, usually from 46.1 µM), for the others: at the top dose activity, negative = inhibition, most hits filed as inhibitors. 410,000 compounds, 1.2% hits; note: potency is the fitted concentration of half-maximal effect; % is set by controls: 0 for no effect and ±100 for the full control effect; nearly all actives have a fitted effect of over 65% in size
#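 GFP signal (ex488/em500-530) from TGF-beta-stimulated HEPG2 CAGA-GFP cells, 500 pg/mL final, 18 h at 37 degrees C in DMEM plus 1% FBS, normalized to unstimulated and DMSO-stimulated controls.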
# Nrf2 inh: blocks Nrf2 signaling; A549 ARE-Fluc reporter, luciferase luminescence, 18-24 h; Potency, µM (titrated, usually from 46 µM), for inactives: at the top dose activity change, negative = inhibition, usual class: inhibitors; 360,000 compounds, 2.1% hits; note: potency is the fitted concentration of half-maximal effect; % is set by controls: 0 for no effect and ±100 for the full control effect; nearly all actives have a fitted effect of over 60% in size
#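 A549 ARE_Fluc cells (5000/well, 5% FBS OPTI-MEM) pre-incubated 2 h, then treated with compounds 18-24 h at 37C/5% CO2 in concentration-response. CellTiter-Fluor viability read first; BugLite luciferase luminescence after 15 min at room temperature gives Nrf2 activity.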
# A549 tox: counter-screen for Nrf2 inhibitors: cytotoxicity in A549 cells; 390,000 compounds, 0.16% hits; Potency, µM (highest dose often 46 µM), inactives show at the top dose activity change, negative = cytotoxicity, hits mostly inhibitors; A549 ARE-Fluc cells, CellTiter-Fluor viability, 18-24 h; note: potency is the fitted concentration of half-maximal effect; % is set by controls: 0 for no effect and ±100 for the full control effect
#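 Cytotoxicity counterscreen: CellTiter-Fluor fluorescence was measured in A549 ARE_Fluc cells after 18-24 h of compound exposure in a concentration series. The subsequent BugLite luminescent read reports ARE-luciferase activity.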
# Abeta rescue: compounds reversing amyloid beta toxicity in yeast; yeast expressing A-beta42, growth rescue, OD600, 48 h; response scale: 0% DMSO, 100% iron-clioquinol control; Potency, µM (top dose mostly 46.1 µM), without a hit: at the top dose growth rescue, actives largely listed as activators; 410,000 compounds, 0.063% hits; note: potency is the fitted concentration of half-maximal effect; nearly all actives have a fitted effect of over 55% in size
#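 Yeast A-beta toxicity model in growth medium with pinned compounds, 48 h at 30 C; growth read as absorbance at 600 nm. Normalized to FeCl3/clioquinol equimolar mix (positive) and DMSO (negative).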
# HepG2 tox: kills HepG2 cells in TGF-b inhibitor counter-screen; 410,000 compounds, 0.76% hits; Potency, µM (highest dose often 46.1 µM), inactives show at the highest dose activity change, negative = cytotoxicity, actives largely listed as cytotoxic; AID 588856; HepG2 CAGA-GFP viability, ATP luminescence, 18 h; note: potency is the fitted concentration of half-maximal effect; some results filed as inactive show a strong effect at the top dose
#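 HepG2 CAGA-GFP cells (1000/well, DMEM with 1% FBS) received compound, then TGF-beta at 500 pg/mL final, and were incubated 18 hours at 37 degrees C. Viability was read by CellTiter-Glo luminescence. Media-only wells were set as complete cell-killing and DMSO as no toxicity.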
# Nrf2 ARE act: activators of Nrf2 (ARE) signaling. AID 624171. Potency, µM (series often up to 46.1 µM), for the others: at the highest dose activation, usual class: activators. AREc32 ARE-luciferase reporter (MCF7-derived line), luminescence, 24 h. 410,000 compounds, 0.31% hits; note: potency is the fitted concentration of half-maximal effect; % of control where 0% means no effect; nearly all actives have a fitted effect of over 65% in size
#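 AREc32_Fluc, 1000 cells/well, OPTI-MEM + 5% FBS, o/n 37 deg C 5% CO2; 23 nL cpd by pin tool, 24 hr; Steady-Glo 30 min RT, luminescence.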
# CCT modulator: cytosolic chaperonin activity modulation | purified chaperonin ATPase assay, HTRF ADP detection, 30 min | activity change, % (no concentration beside the values), hits read low | AID 651819 | 360,000 compounds, 0.3% hits; in the data active = activity change below about -30%; note: % is set by controls: 0 for no effect and ±100 for the full control effect
#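 Nucleotide hydrolysis assay: TRiC at 20–40 nM final (set by batch activity) with 10 uM ATP, 30 min at 37 °C, in presence of 76 uM compound. Detection by competitive ADP HTRF, 30 min ambient.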
# Akt phos inh: inhibitors of Akt phosphorylation; AID 651550; Neuro2A IGF-stimulated pAkt S473 HTRF, 20 min; active compounds read low; 360,000 compounds, 0.32% hits; activity change, % for hits at 50 µM; in the data active = activity change below about -80%; inconclusive = mostly about -51% to -80%; note: % is set by controls: 0 for no effect and ±100 for the full control effect
#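 Neuro2A cells (4,500/well, DMEM with 0.5% FBS) were treated with compound at a single 50 µM final concentration, stimulated with 6 nM IGF for 20 min at 37 °C, and lysed. Phospho-Akt Ser473 was read by HTRF as 665/615 ratio ×10^4.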
# Mm-Cpn inhibitor: M. maripaludis TRiC chaperonin inhibition; purified Mm-Cpn ATPase, ADP Transcreener TR-FRET; Potency, µM (titrated, usually from 76.9 µM), inactives show top-dose activity, negative = inhibition, most hits filed as inhibitors; 330,000 compounds, 0.031% hits; note: potency is the fitted concentration of half-maximal effect; % is set by controls: 0 for no effect and ±100 for the full control effect; nearly all actives have a fitted effect of over 80% in size
#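 25 nM Mm-CPN + cpd, 10 min 37°C; + 10 uM ATP, 30 min 37°C; buffer 30 mM Tris pH 7.4, 100 mM KCl, 5 mM MgCl2, 1 mM DTT; Transcreener ADP HTRF detection 30 min RT.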
# Active calls of the source: *; i = inactive; u = inconclusive; x = no result given; & = joins results of further samples; [ ] = dose if it differs, or a comment. Unless noted, calls come from the whole dose curve; as a rule, active = well fitted curve in the direction sought with a large enough effect; inconclusive = small, poorly fitted or top-dose-only effect, or another doubt; inactive = no such curve, though single readings can be large; an effect the other way counts as inactive or inconclusive.
# Results follow in this order: TGFb SMAD3 inh, Nrf2 inh, A549 tox, Abeta rescue, HepG2 tox, Nrf2 ARE act, CCT modulator, Akt phos inh, Mm-Cpn inhibitor
Cc1cc(C)n(C(=O)COc2ccccc2[N+](=O)[O-])n1
→ -2%, 2%, 3%, -1%, -16%, -0.6%, 1.5, i, 1%
CCN1C(=O)N[C@@H](CCc2ccccc2)[C@H](C(=O)OC)[C@H]1C
→ -2%, 1%, 3%, 5%, 6%, 3.8%, -0.5, i, x
COCCNC(=O)COc1ccc(Nc2ccccc2)cc1
→ -4%, -13%, -5%, 6%, 0%, -0.2%, -1.2, i, -1%
CN1C(=O)c2ccc(NC(=O)c3ccc(Cl)cc3Cl)cc2C1=O
→ -9%, 6%, 0%, -20%, -18%, 0.2%, -1.8, x, 0%
Cc1ccc(NC(=O)c2cc(-c3ccc(Br)s3)nc3ccccc23)cc1F
→ -28%, 10%, -7%, -10%, -31%, -0.7%, x, x, x
O=C(O)CCn1cc(C(=O)O)c(-c2ccccc2)n1
→ 0%, 2%, 21%, 4%, 5%, -1.0%, -0.3, i, -1%
O=C(NCc1ccco1)c1ccc(S(=O)(=O)N2CCCc3ccccc32)cc1
→ u, u, -11%, 11%, -5%, 2.8%, 1.9, x, -1%
Cc1cccc(NC(=O)CSCC(=O)N(C)Cc2ccc(Cl)c(Cl)c2)c1
→ -20%, -9%, -6%, 4%, -11%, -0.2%, 2.9, i, -1%
COc1ccc(C2=NC(C)(C)Cc3cc(OC)c(OC)cc32)cc1
→ -13%, 4%, -5%, -13%, -19%, 3.2%, 2.3, i, -4%
O=[N+]([O-])c1ccc(NC(=S)NCc2ccncc2)cc1
→ 0%, u, -16%, -6%, -6%, 3.9%, 0.4, i, 0%
CCOC(=O)C(=NC1CCS(=O)(=O)C1)NNc1ccc(Br)cc1 (stereo not drawn)
→ -8%, 0%, -3%, -42%[inhibitor], -20%, 4.3%, 0.2, i, 0%
Cc1cnc(NC(=O)CSc2nc3ccccc3c(=O)[nH]2)s1
→ 0%, -21%, 0%, 13%, -2%, -0.1%, 0.7, i, 0%
COc1ccc(CNC(=O)CSc2ncc3c(n2)-c2ccc(Cl)cc2N(Cc2ccccc2)S3(=O)=O)cc1
→ -6%, u, -2%, -17%, -6%, 0.5%, x, x, x
Cc1ccc(S(=O)(=O)N(C)CC(=O)NCC(=O)Nc2ccc(F)c(F)c2F)cc1
→ -6%, 3%, -8%, -8%, 6%, 0.2%, -0.5, i, -2%
N#CC1=C(N)Oc2cc(O)ccc2C1c1ccc(Br)s1 (stereo not drawn)
→ -30%, u, -3%, 16%, -3%, 8.9%, 0.9, i, -2%
O=C(CSc1nnc(NC2CCCCC2)s1)Nc1ccc2c(c1)C(=O)c1ccccc1C2=O
→ 1%, u, 5%, -11%, -4%, 5.1%, -0.6, i, -4%
CC1CN(C(=O)COC(=O)c2ccc(Cl)c(S(=O)(=O)N3CCCCC3)c2)CC(C)O1 (stereo not drawn)
→ -2%, u, 1%, 8%, -3%, 0.1%, -1.0, i, -2%
CC(C)CCN1C(=O)c2ccc(-c3nc4ccccc4c(=O)o3)cc2C1=O
→ 2%, 9%, 4%, -1%, -11%, -0.3%, -1.6, i, -1%
Cc1ccnc(NC(=O)c2sc3cc(Cl)ccc3c2Cl)c1
→ -11%, u, 0%, 3%, -2%, 2.0%, -0.7, i, -7%
COc1ccccc1NS(=O)(=O)c1cccc(NC(=O)c2nc3nc(C)cc(C)n3n2)c1
→ -40%, x, 11%, -8%, -7%, 0.2%, 0.3, i, 0%
COc1ccc(NC(C)=O)cc1CNC(=O)CN1CCOCC1
→ -3%, 11%, -3%, 6%, 1%, -0.6%, -4.5, i, 1%
Cc1ccc(S(=O)(=O)N2CCOCC2)cc1NC(=O)Cn1cc(C(F)(F)F)cc(Cl)c1=O
→ -6%, 3%, -1%, 6%, 5%, 0.4%, -2.9, i, 1%
O=C(NCC(c1cccnc1)N1CCOCC1)C1CCCCC1 (stereo not drawn)
→ -2%, 22%, 3%, -6%, 11%, -0.5%, -1.5, i, -1%
O=c1oc2ccc3ccccc3c2cc1-c1nc2ccccc2o1
→ 1%, 23%, u, -9%, 1%, 16%, -1.6, x, x
COC(=O)C1=C(N)Oc2cc(C)n(C)c(=O)c2C1c1ccc(Cl)c(Cl)c1 (stereo not drawn)
→ 0%, -10%, 1%, 3%, 0%, -0.9%, 1.9, i, 1%
CN(C)CCCNC(=O)N1c2ccccc2C=Cc2ccccc21
→ -5%, 12%, -1%, -1%, 2%, 0.3%, -4.5, i, 1%
CC(=O)Nc1nc2c(ccc3ccccc32)s1
→ u, u, 0%, -18%, -53%, u, -0.3, i, -28%
COc1cccc(CN(C)C(=O)Cc2c[nH]c3ccccc23)c1
→ -8%, 11%, 3%, 1%, -13%, 3.3%, 0.4, i, 1%
CC(C(=O)N1CCN(C(=O)c2ccco2)CC1)N1C(=O)NC2(CCCCC2C)C1=O (stereo not drawn)
→ -8%, 1%, 0%, -3%, 2%, 0.0%, 2.1, i, 3%
COc1ccc(NC(=O)NCC2CCN(Cc3ccccc3F)CC2)c(OC)c1
→ 3%, 6%, 2%, 9%, 3%, 3.1%, x, x, x
COc1ccc(C(C(=O)NCc2ccccc2)N(Cc2cccs2)C(=O)c2cnccn2)cc1 (stereo not drawn)
→ -12%, 2%, -10%, 0%, -3%, -0.5%, -2.5, i, 0%
Cc1cc(C)nc(Nc2nc(=O)c3ccccc3s2)n1
→ u, -21%, 1%, u, 1%, 13%, -1.3, i, -6%
COc1cc(OC)nc(NC(=O)NS(=O)(=O)c2ccc(OC(F)(F)F)cc2)n1
→ 0%, -20%, -8%, -1%, -21%, -0.5%, -2.7, i, 1%
O=C(CN(c1ccccc1)S(=O)(=O)c1ccccc1[N+](=O)[O-])Nc1ccccc1C(=O)N1CCOCC1
→ -1%, 1%, 2%, -7%, 6%, 3.6%, 2.3, i, 0%
CC(C)c1ccc(N2C(=NC(=O)C3CC3)SC3CS(=O)(=O)CC32)cc1 (stereo not drawn)
→ 20%, -7%, 0%, 1%, 9%, 0.5%, 1.3, i, 2%
COCc1c(Br)c(C)nc2sc3c(=O)[nH]nnc3c12
→ -4%, u, 1%, -7%, -3%, 0.4%, 0.2, i, 1%
CCOc1ccc2nc(N3CCOCC3)nc(C)c2c1
→ 8%, u, 22%, 1%, -3%, 0.8%, -0.2, i, 2%
c1ccc2c(NCC3CCCO3)nc(N3CCOCC3)nc2c1 (stereo not drawn)
→ -1%, -9%, 0%, 13%, 2%, 0.1%, 0.1, i, 0%
O=S(=O)(c1ccc(Cl)c2ccccc12)N1CCCC1
→ 3%, -8%, 2%, 24%, -21%, -0.1%, -4.3, i, -3%
CC(C)NC[C@H](O)COc1ccc(CC(N)=O)cc1
→ 25%, -24%, -2%, -2%, 5%, 0.0%, -0.1, i, -4%
CCOC(=O)C1CCCN(C(=O)COc2ccc(N(C)S(=O)(=O)c3ccc(F)cc3)cc2)C1 (stereo not drawn)
→ -24%, u, 12%, 9%, -9%, 0.1%, -0.9, i, -1%
COc1ccc(Cl)cc1S(=O)(=O)n1cnc2ccccc21
→ 1%, -3%, -1%, -5%, -3%, 0.3%, -2.1, i, 2%
COCCNC(=S)N(c1ccccc1)C(C)C
→ -9%, -10%, 16%, -26%, 8%, 1.9%, -4.5, i, 2%
NC(=O)CC[C@@H]1NC(=O)[C@H](Cc2ccc(O)cc2)NC(=O)c2cc([N+](=O)[O-])cc(F)c2OCC[C@@H](C(N)=O)NC1=O
→ 1%, 0%, -1%, -14%, -1%, -0.2%, -0.6, i, -4%
COc1ccccc1OCC(=O)N1CCC(c2nc3ccccc3o2)CC1
→ -4%, 8%, 0%, -2%, -6%, 4.1%, x, x, x
CCOC(=O)C1=C(C)Nc2nnnn2C1c1cccnc1 (stereo not drawn)
→ -6%, 5%, -4%, 13%, -10%, -0.1%, -1.5, i, -1%
COc1cccc(C(=O)NCCS(=O)(=O)N2CCN(c3ccccc3)CC2)c1OC
→ -9%, x, x, 15%, -9%, -0.6%, -1.0, i, x
CCOC(=O)C(C(=O)OCC)C(=O)c1cc(OC)c(OC)c(OC)c1
→ -4%, u, -7%, -11%, 12%, -0.2%, 2.1, i, -2%
Cc1cc(N2CCN(c3ccccc3F)CC2)n2cnnc2n1
→ u, -22%, 0%, -15%, -16%, -0.4%, x, x, x
CC(=O)c1cccc(NC(=O)c2nc3ccccc3n(C)c2=O)c1
→ 16%, u, -9%, -18%, -31%, 19%, x, x, x
O=C(NNC(=O)c1ccc(O)cc1O)c1ccc(Cl)cc1
→ -8%, -25%, -9%, 0%, 4%, 0.4%, -2.1, i, 2%
CCSc1nc2c(c(=O)[nH]c(=O)n2C)n1C/C=C(/C)Cl
→ 4%, x, 9%, 12%, 7.1µM*, 7.8%, -4.2, i, 0%
COc1ccc(C2CC(C)(c3ccc(OC)cc3OC)Nc3ccccc3N2)c(OC)c1 (stereo not drawn)
→ -1%, 2%, 0%, -22%, -3%, -0.5%, -0.2, i, 0%
CCOc1ccc(C(=O)COC(=O)CNC(=O)C2CCCCC2)cc1
→ -4%&-9%, 1%&0%, 0%&-1%, 6%, -22%&-6%, 0.5%, 1.4, i, -1%
